# Bioassay records: PubChem BioAssay, several laboratories
# NOD2 RIPK2 PPI: blocks binding of human NOD2 to RIPK2; O43353; CHO BLA complementation NOD2-RIPK2, CCF4 ratio; inhibition, % at 4.98 µM; 360,000 tested, 0.38% active; AID 624267; in the data active means inhibition above about 21%;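 further: 0% = vehicle only and 100% = reference blocker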
# Glyco luc inh: blocks N-linked glycosylation in D54 reporter cells; D54 ERlucT glycosylation luciferase reporter, 24 h; percent of 100 nM tunicamycin response; reporter increase, % at 12.5 µM; 360,000 tested, 0.23% active; AID 588692;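 active means mean luciferase reporter signal, scaled so untreated is 0 and the glycosylation-blocking control 100, at or above a set limit in every replicate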;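 further: luciferase carries N-glycosylation sites so blocking glycosylation raises the light; 0% = median of neutral control wells and 100% = median of 100 nM tunicamycin wells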
# TLR9-MyD88 inh: inhibitors of human TLR9-MyD88 binding. Q9NR96+Q99836. 340,000 tested, 0.21% active. inhibition, % at 4.98 µM. CHO BLA complementation TLR9-MyD88, CCF4 FRET ratio;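 active means inhibition above the mean over all tested compounds plus 3 SD, cut at about 21% in these data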;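 further: 0% = DMSO only wells and 100% = clavulanate BLA inhibitor control wells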
# MC4R barr agon: human MC4R agonism via beta-arrestin; P32245; U2OS MC4R beta-arrestin complementation, luminescence; percent of melanotan II response, DMSO zero; activation, % at 8.9 µM; 360,000 tested, 0.98% active; AID 540308;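 active means activation above a per-plate cutoff, the mean activation of sample wells on that plate plus 3 SD, cut at about 8% in these data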
# H9c2 protect: modulators protecting cardiomyocytes from myocardial damage. 360,000 tested, 0.63% active. H9c2 cardiomyocytes, H2O2 injury protection, ATPLite, 2 h. protection from H2O2 cell death, % at 20 µM. AID 588492;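 active means compounds giving at least 50% protection of heart cells from peroxide-induced death in the single-dose screen, raw or plate-pattern-corrected value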;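 further: 0% = DMSO wells with peroxide and 100% = DMSO wells without peroxide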
# SRC2 inh: human SRC2 (NCOA2) inhibition. AID 651957. 370,000 tested, 0.17% active. HEK293 GAL4-SRC2 luciferase reporter, luminescence. inhibition, % at 9 µM;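 active means inhibition above the mean inhibition of all tested compounds plus 3 SD, set per campaign, cut at about 52% in these data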;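 further: 0% = DMSO treated cells and 100% = cells given Gossypol at 36 µM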
# ABHD5 PLIN5 PPI: blocks binding of human ABHD5 to perilipin-5; 360,000 tested, 0.78% active; inhibition, % at 4 µM; Split G. princeps luciferase complementation, luminescence, 4 h; Q00G26+Q8WTS1;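 active means inhibition above the mean inhibition across every tested compound plus 3 SD, cut at about 22% in these data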;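 further: 0% = DMSO only wells and the 100% control is not disclosed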
# Target sequence (Q00G26 whole entry, looked up): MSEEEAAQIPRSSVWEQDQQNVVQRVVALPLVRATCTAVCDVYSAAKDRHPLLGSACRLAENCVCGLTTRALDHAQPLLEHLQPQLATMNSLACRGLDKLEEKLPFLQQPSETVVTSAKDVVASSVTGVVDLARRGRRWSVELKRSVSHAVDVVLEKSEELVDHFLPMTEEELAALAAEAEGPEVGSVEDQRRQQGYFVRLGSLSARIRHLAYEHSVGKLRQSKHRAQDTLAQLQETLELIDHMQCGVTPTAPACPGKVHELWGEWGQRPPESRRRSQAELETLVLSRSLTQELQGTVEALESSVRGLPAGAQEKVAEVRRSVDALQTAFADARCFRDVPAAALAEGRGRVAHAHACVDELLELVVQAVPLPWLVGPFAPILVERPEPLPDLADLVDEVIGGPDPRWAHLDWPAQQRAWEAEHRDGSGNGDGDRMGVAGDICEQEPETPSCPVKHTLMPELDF
# Target sequence (Q8WTS1 whole entry, looked up): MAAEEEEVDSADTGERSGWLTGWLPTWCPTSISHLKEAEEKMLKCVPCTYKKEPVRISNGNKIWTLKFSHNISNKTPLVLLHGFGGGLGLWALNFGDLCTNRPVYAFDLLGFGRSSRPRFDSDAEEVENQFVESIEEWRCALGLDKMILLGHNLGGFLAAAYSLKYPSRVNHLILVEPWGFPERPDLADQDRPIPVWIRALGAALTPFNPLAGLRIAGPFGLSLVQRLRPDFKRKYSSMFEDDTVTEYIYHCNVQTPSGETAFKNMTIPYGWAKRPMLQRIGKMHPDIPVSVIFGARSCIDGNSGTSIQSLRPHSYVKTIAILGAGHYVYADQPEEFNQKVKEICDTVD
# ABCB6 inh 2: blocks the human ABCB6 transporter; Q9NP58; fluorescence ratio to DMSO, % at 10 µM; K562-ABCB6 porphyrin accumulation, flow cytometry, 1 h; stronger effect = lower value; 360,000 tested, 0.19% active; AID 602162;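 active means fluorescence ratio to DMSO below 75%, the collection mean minus 3 SD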;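 further: signal is porphyrin accumulated inside mitochondria; 100% equals median channel fluorescence of DMSO control wells; lower ratio means ABCB6 inhibition with less porphyrin fluorescence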
# HTR2A ag: activates the mouse 5-HT2A serotonin receptor; 360,000 tested, 0.66% active; activation, % at 7.6 µM; AID 624169; CHO-K1 mHTR2A beta-arrestin complementation, luminescence; percent of 30 µM serotonin response; P35363;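 active means activation above a run cutoff, the mean activation of all tested compounds plus 3 SD, cut at about 14% in these data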;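 further: 0% = plate median of compound wells and 100% = 30 µM serotonin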
# MC4R antagonist: antagonists of human melanocortin 4 receptor (MC4R); AID 540295; MC4R-expressing cells, MTII-stimulated cAMP, LANCE TR-FRET; P32245; 360,000 tested, 0.48% active; inhibition, % at 6.5 µM;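 active means inhibition above its plate's cutoff, the mean of tested wells on that plate plus 3 SD, cut at about 29% in these data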;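 further: 0% = Melanotan II alone and 100% = Melanotan II plus saturating MCL0020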
#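 Assay system: U2OS-MC4R stable cell line; Also added: Melanotan II; Technique: Eu-cAMP/anti-cAMP TR-FRET, emission 671 nm; Times: 30-min compound, 1-h challenge, 1-h detection, room temperature.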
# * marks the source's active call; other numbers are inactive results; i = inactive; · = not tested or not shown. Some of the compounds tested. The share of hits here may be higher or lower than overall.
1. Cc1ccc(NS(=O)(=O)c2cccc(C(=O)NNC(=O)NC3CCCCC3)c2)c(C)c1
2. CN(Cc1cccs1)C(=O)c1ccc(Cl)c(S(=O)(=O)N2CCCCCC2)c1
3. CC1CCCCN1C(=O)C1CC(c2ccc(F)cc2)=NO1 (centres undefined)
4. COC(CN(C(=O)CCl)C(C(=O)NC1CCCC(C)C1C)c1ccc(C)cc1)OC (centres undefined)
5. Cc1cc(C(=O)Nc2ccc(OCc3ccccc3)cc2)c(C)o1
6. COC(=O)NC(Nc1sc2c(c1C(N)=O)CCCC2)(C(=O)OC)C(F)(F)F (centres undefined)
7. Cc1nc(-c2ccc(C(=O)N3CCOCC3)cc2)cs1
8. CCOC(=O)c1sc(=NC(=O)c2ccco2)n(C)c1C
9. COc1ccc2c(c1)c(=Cc1ccc(N(C)C)cc1)c1cc(-c3ccccc3)[n+](C)n12
10. Nc1c(-c2ccccc2)nc2ncccn12
entry no.	1	2	3	4	5	6	7	8	9	10
NOD2 RIPK2 PPI	-6	8	-8	-2	-5	-7	-9	5	20	4
Glyco luc inh	0	-3	-8	0	0	2	-1	0	-19	·
TLR9-MyD88 inh	-6	-3	-12	-6	-2	-8	2	5	5	·
MC4R barr agon	-1.1	0.0	-0.6	-1.3	1.4	-0.5	1.7	1.2	-3.9	·
H9c2 protect	-5	0	8	2	-11	0	-15	-12	-20	·
SRC2 inh	11	-6	·	·	-50	10	-26	-48	-63	6
ABHD5 PLIN5 PPI	-1	-6	5	-3	-5	-14	5	-5	30*	-6
ABCB6 inh 2	96	101	100	90	97	89	102	100	·	·
HTR2A ag	1	0	-3	0	-4	3	7	-2	-6	-2
MC4R antagonist	6	15	6	2	25	4	1	-5	-14	·

11. Cc1ccc(NC(=S)N(CCN(C)C)C(C)c2ccco2)c(C)c1 (centres undefined)
12. C[C@H](O)[C@@H]1CN2CCc3c([nH]c4ccccc34)[C@@H]2C[C@@H]1N(C)C(=S)NCCc1ccccc1
13. Cc1ccc(-c2nn(-c3ccccc3)c3[nH]c(=O)c(CNCc4ccccc4)cc23)cc1
14. Cc1cc(C)cc(-n2ncc3c2CCCC3NC(=O)CCN2Cc3ccccc3C2=O)c1 (centres undefined)
15. Cc1c(Cl)cccc1NC(=O)c1cc(-c2ccccc2O)n[nH]1
16. Cc1cc(C)n2nc(SCc3cc(=O)oc4ccc5ccccc5c34)nc2n1
17. COc1ccc(-c2cc(CNc3nc4cc(-c5ccccc5C)sc4c(=O)n3C)on2)cc1
18. O=C(CN1CCN(Cc2ccccc2)CC1)Nc1cccc(Cl)c1
19. O=C(O)Cn1cc2c(n1)CCCCC2
20. COc1ccc(N2CN=C3SCC(=O)N3C2)cc1
entry no.	11	12	13	14	15	16	17	18	19	20
NOD2 RIPK2 PPI	-3	8	0	-4	3	4	-4	-1	-12	-3
Glyco luc inh	0	9	4	1	0	1	0	0	1	2
TLR9-MyD88 inh	-6	·	-3	9	-13	-10	·	-1	-3	6
MC4R barr agon	0.1	·	1.6	-1.7	9.3*	1.9	-1.2	-1.5	0.6	-0.5
H9c2 protect	-1	7	52*	5	-25	32	4	7	-1	2
SRC2 inh	2	-3	15	9	-15	-62	-61	12	-28	-10
ABHD5 PLIN5 PPI	3	4	0	6	-9	-12	6	0	2	3
ABCB6 inh 2	97	i	98	91	96	97	103	97	102	89
HTR2A ag	5	-2	-1	-9	-4	2	1	-5	0	4
MC4R antagonist	20	·	20	1	-5	6	10	-2	2	10

21. Cc1ccc(S(=O)(=O)ON2C(=O)c3cccc4cccc(c34)C2=O)cc1
22. OCC1OC(n2nc3ccccc3n2)C(O)C(O)C1O (centres undefined)
23. O=C1OCCN1C(=O)[C@H]1[C@H](c2ccc(F)cc2)C(c2ccccc2)=NN1c1ccc(Br)cc1
24. O=c1[nH]c2cc3c(cc2cc1CN(Cc1nnnn1CC1CCCO1)C1CCCC1)OCO3 (centres undefined)
25. Cc1noc(C)c1COc1cccc(C(=O)NCCc2c[nH]c3ccccc23)c1
26. O=C(C1CCCO1)N1CCN(C(=S)Nc2ccccc2Cl)CC1 (centres undefined)
27. Oc1ccccc1C=NCCN=Cc1ccccc1O
28. O=C(CSc1ccc2nnc(-c3cccnc3)n2n1)Nc1ccc(F)cc1
29. Cc1c(C(=O)O)oc2c3c(ccc12)OCCO3
30. CC(=O)c1ccc(S(=O)(=O)NCc2ccc(C(=O)N(C)CC(=O)Nc3cccc(F)c3)cc2)cc1
entry no.	21	22	23	24	25	26	27	28	29	30
NOD2 RIPK2 PPI	-12	-3	15	39*	-6	-9	-19	9	-6	4
Glyco luc inh	2	0	2	-1	15	1	1	5	2	0
TLR9-MyD88 inh	4	-7	-14	18	-1	16	-4	-1	-10	-6
MC4R barr agon	0.0	-1.3	0.2	-1.0	-2.6	2.9	2.5	1.4	2.9	0.4
H9c2 protect	26	-1	23	27	5	-1	-5	11	2	-2
SRC2 inh	7	-40	·	0	-22	10	-7	-2	-15	4
ABHD5 PLIN5 PPI	-10	-2	0	-3	4	2	4	2	2	-8
ABCB6 inh 2	104	96	97	91	96	100	107	95	100	77
HTR2A ag	2	0	-5	-1	13	3	1	6	-2	1
MC4R antagonist	18	11	6	2	-3	1	12	4	3	10

31. COc1ccc(NS(=O)(=O)c2cc(N)ccc2N2CCCCC2)cc1
32. Nc1ccc(C(=O)NC23CC4CC(CC(C4)C2)C3)cc1
33. Cc1ccc(Nc2c(O)nc[nH]c2=O)cc1C
34. O=[N+]([O-])c1ccc2c(c1Nc1ccccc1)=NC1(CCCCC1)N=2
35. Cc1ccc(C(NC(=O)C(C)C)c2cc([N+](=O)[O-])c3cccnc3c2O)cc1 (centres undefined)
36. CCOC(=O)c1ccc2nc(NC(=O)c3cccs3)sc2c1
37. O=c1[nH]c(=S)[nH]c2c1[C@H](C1CC1)O[C@H](CCc1ccccc1)C2
38. N/C(=N\OC(=O)c1cc(Cl)ccc1Cl)c1cccnc1
39. COc1ccc2c(c1)c1nnc(SC)nc1n2C
40. C=C(NC(=O)C(=C)NC(=O)c1csc(C2=NC3c4csc(n4)C4NC(=O)c5csc(n5)C(C(C)(O)C(C)O)NC(=O)C5CSC(=N5)/C(=C/C)NC(=O)C(C(C)O)NC(=O)c5csc(n5)C3(CC2)NC(=O)C(C)NC(=O)C(=C)NC(=O)C(=C)NC(=O)C(C(C)C)NC2C=Cc3c(C(C)O)cc(nc3C2O)C(=O)OC4C)n1)C(N)=O (centres undefined)
entry no.	31	32	33	34	35	36	37	38	39	40
NOD2 RIPK2 PPI	-7	-4	4	-9	-2	10	1	-2	14	-5
Glyco luc inh	2	-1	1	2	-1	-10	·	0	3	-6
TLR9-MyD88 inh	-12	1	9	5	-4	2	·	-17	5	5
MC4R barr agon	-0.1	-1.1	-1.3	-1.8	-3.6	6.8	·	4.1	-1.2	-3.2
H9c2 protect	-5	1	-2	-30	51*	-27	·	-5	-3	0
SRC2 inh	6	9	-4	-4	-15	-12	4	-20	6	12
ABHD5 PLIN5 PPI	2	3	-24	-4	2	-3	-5	-2	4	28*
ABCB6 inh 2	100	98	95	94	103	103	98	97	97	93
HTR2A ag	-5	-3	-4	1	-2	1	3	-2	0	-2
MC4R antagonist	2	4	-4	2	5	1	·	7	-9	1

41. C/C(=N/NS(=O)(=O)c1ccc(Cl)cc1)c1cccc(NC(=O)c2ccncc2)c1
42. Cc1nc(N2CCN(C)CC2)c2c3c(sc2n1)CCCC3
43. CSC(=NS(=O)(=O)c1ccc(N)cc1)NS(=O)(=O)c1cccs1
44. Cc1cccc(C(=O)NNC(=O)c2cc3cc4ccccc4nc3s2)c1
45. O=C(c1ccccc1)N1CCN(CC#CC2(O)CCCCC2)CC1
46. CCOC(=O)Cn1cc(/C=C(\C#N)C(=O)N2CCOCC2)c2ccccc21
47. CC(=O)c1c(C)nc2ccc([N+](=O)[O-])cc2c1-c1ccccc1
48. Cc1ccc(C(NC(=O)CN2C(=O)NC3(CCCC3)C2=O)c2ccccc2)cc1 (centres undefined)
49. Cc1ccc(CNC(=O)CSc2ccc(-c3cccs3)nn2)cc1
50. Cn1c(SCc2ccccn2)nnc1-c1ccccc1
entry no.	41	42	43	44	45	46	47	48	49	50
NOD2 RIPK2 PPI	-9	3	-2	-7	-3	-3	-8	-6	-10	0
Glyco luc inh	2	-4	4	6	1	2	3	-1	-1	4
TLR9-MyD88 inh	-5	-4	0	5	7	-1	-4	0	-9	-8
MC4R barr agon	-1.7	0.5	-1.1	-0.7	0.3	-0.8	0.8	0.4	0.8	-3.1
H9c2 protect	1	5	2	4	-4	10	0	6	2	1
SRC2 inh	-11	9	1	-15	10	-7	0	-6	-3	-15
ABHD5 PLIN5 PPI	-3	-5	-4	3	5	8	10	-2	1	1
ABCB6 inh 2	102	97	99	96	102	94	99	96	101	96
HTR2A ag	2	-4	6	2	2	5	4	2	-3	-1
MC4R antagonist	6	8	6	7	0	8	9	-1	11	-2

51. O=C(Nc1nc(N2C(=O)c3ccccc3C2=O)n(-c2ccccc2)n1)c1ccc(F)cc1
52. CC(/C=C/c1ccco1)=N/NC(=O)Cc1cccs1
53. O=C(O)CCc1ccc(-c2ccc(F)cc2)n1CC(=O)O
54. COc1ccc(C(=O)c2ccc(N3CCN(C(=O)c4ccc(F)cc4)CC3)c(F)c2)cc1Br
55. O=C(NCc1ccccc1Cl)c1ccc2c(=O)n(CCCN3CCCC3=O)c(=S)[nH]c2c1
entry no.	51	52	53	54	55
NOD2 RIPK2 PPI	-17	4	-12	4	-1
Glyco luc inh	0	1	1	-1	0
TLR9-MyD88 inh	1	4	-10	2	6
MC4R barr agon	-1.1	-2.4	-1.4	1.9	1.1
H9c2 protect	11	11	12	-18	6
SRC2 inh	-38	-5	-1	10	-8
ABHD5 PLIN5 PPI	6	16	2	-3	1
ABCB6 inh 2	91	86	105	89	90
HTR2A ag	0	-8	-2	-2	-2
MC4R antagonist	14	2	6	1	7
